MC4R antag cAMP: antagonists of human melanocortin 4 receptor (MC4R). actives 0.48% (n = 360,000). inhibition, % at 6.5 µM. MC4R-expressing cells, MTII-stimulated cAMP, LANCE TR-FRET. P32245;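 active = inhibition above its plate's cutoff, the mean of tested wells on that plate plus 3 SD, cut at about 29% in these data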;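 note: 0% = Melanotan II alone and 100% = Melanotan II plus saturating MCL0020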
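Assay system: U2OS cells stably expressing human melanocortin 4 receptor (MC4R) / Dosing: 6.5 µM / Timing: compound 30 min, challenge 1 h, detection 1 h / Measured by: Eu-cAMP/anti-cAMP TR-FRET, emission 671 nm / Replicates: singlicate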
aDG glyco act: alpha-DG glycosylation activation; activation, % at 10 µM; Pro5-aDG cells, alpha-DG glycosylation AlphaScreen (IIH6); 0% Pro5, 100% B10-LARGE cell signal; actives 0.22% (n = 360,000);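 active = activation of at least 8% versus controls, or a plate z-score of at least 8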;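 note: Pro5 are CHO cells carrying HIG-tagged alpha-DG that lacks glycosylation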
ABCB6 inh MLPCN: human ABCB6 transporter inhibition; K562-ABCB6 porphyrin accumulation, flow cytometry, 1 h; stronger effect = lower value; Q9NP58; fluorescence ratio to DMSO, % at 10 µM; actives 0.19% (n = 360,000);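 active = fluorescence ratio to DMSO below 75%, the collection mean minus 3 SD; inconclusive = too few cells collected in the well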;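 note: signal is porphyrin accumulated inside mitochondria; 100% equals median channel fluorescence of DMSO control wells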
Glyco luc inh: blocks N-linked glycosylation in D54 reporter cells. D54 ERlucT glycosylation luciferase reporter, 24 h; percent of 100 nM tunicamycin response. reporter increase, % at 12.5 µM. actives 0.23% (n = 360,000);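 active = mean luciferase reporter signal, scaled so untreated is 0 and the glycosylation-blocking control 100, at or above a set limit in every replicate; inconclusive = mean reaches the limit but not every replicate does; inactive = mean below the limit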;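 note: luciferase carries N-glycosylation sites so blocking glycosylation raises the light; 0% = median of neutral control wells and 100% = median of 100 nM tunicamycin wells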
HTR2A ag: agonists of mouse serotonin 5-HT2A receptor (HTR2A); P35363; CHO-K1 mHTR2A beta-arrestin complementation, luminescence; percent of 30 µM serotonin response; activation, % at 7.6 µM; actives 0.66% (n = 360,000);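 active = activation above a run cutoff, the mean activation of all tested compounds plus 3 SD, cut at about 14% in these data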;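 note: 0% = plate median of compound wells and 100% = 30 µM serotonin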
Target sequence (P35363 whole entry, looked up): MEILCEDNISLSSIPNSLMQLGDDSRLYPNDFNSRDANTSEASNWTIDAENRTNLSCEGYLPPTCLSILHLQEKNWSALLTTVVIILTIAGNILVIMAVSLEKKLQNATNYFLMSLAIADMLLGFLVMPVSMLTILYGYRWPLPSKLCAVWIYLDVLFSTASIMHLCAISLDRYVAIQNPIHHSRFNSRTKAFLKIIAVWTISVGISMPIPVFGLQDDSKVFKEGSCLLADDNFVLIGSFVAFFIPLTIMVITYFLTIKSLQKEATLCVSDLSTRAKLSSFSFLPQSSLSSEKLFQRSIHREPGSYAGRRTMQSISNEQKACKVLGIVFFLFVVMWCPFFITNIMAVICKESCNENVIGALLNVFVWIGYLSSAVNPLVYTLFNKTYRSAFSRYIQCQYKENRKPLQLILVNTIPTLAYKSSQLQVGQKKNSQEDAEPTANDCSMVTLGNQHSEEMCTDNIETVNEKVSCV
Vif inh: blocks HIV Vif function; inhibition, % at 7.49 µM; actives 0.35% (n = 340,000); HEK293T cells, Vif self-association by quenched fluorescence, imaging, 24 h; AID 602346; in the data active = inhibition above about 50%, passing the limit was not always enough; inconclusive = no clear call, values can overlap the other calls; inactive = below about 31%; note: some results filed as inactive read as strong as hits
CaV13 FRET inh: Primary screen for inhibitors of IQ motif and Ca2+-dependent inactivation inhibitor domain binding in CACNA1D, Förster resonance energy transfer in living cells, …; inhibition, % at 12.3 µM; HEK cells, CFP/YFP FRET ICDI-IQ, plate reader, 10 min; percent FRET-ratio fall versus neutral wells; actives 0.098% (n = 340,000);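 active = mean replicate inhibition of at least 30% and at least 1% of replicates passing that level; inconclusive = only one of the two criteria is met; inactive = neither criterion is met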;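 note: 0% = median of the neutral control wells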
MC4R barr agon: human MC4R agonism via beta-arrestin. P32245. activation, % at 8.9 µM. actives 0.98% (n = 360,000). U2OS MC4R beta-arrestin complementation, luminescence; percent of melanotan II response, DMSO zero;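 active = activation above a per-plate cutoff, the mean activation of sample wells on that plate plus 3 SD, cut at about 8% in these data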
PDI turbidity: blocks human protein disulfide isomerase activity; P07237; PDI insulin aggregation turbidity, A650, 90 min; inhibition, % at 10 µM; actives 0.052% (n = 350,000); AID 588391;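 active = mean inhibition across replicates of 30% or more, whatever share of single replicates reach that level; inconclusive = mean inhibition below 30% while every single replicate reaches 30%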;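 note: absorbance from insulin aggregation driven by PDI reduction with DTT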
Target sequence (P07237 whole entry, looked up): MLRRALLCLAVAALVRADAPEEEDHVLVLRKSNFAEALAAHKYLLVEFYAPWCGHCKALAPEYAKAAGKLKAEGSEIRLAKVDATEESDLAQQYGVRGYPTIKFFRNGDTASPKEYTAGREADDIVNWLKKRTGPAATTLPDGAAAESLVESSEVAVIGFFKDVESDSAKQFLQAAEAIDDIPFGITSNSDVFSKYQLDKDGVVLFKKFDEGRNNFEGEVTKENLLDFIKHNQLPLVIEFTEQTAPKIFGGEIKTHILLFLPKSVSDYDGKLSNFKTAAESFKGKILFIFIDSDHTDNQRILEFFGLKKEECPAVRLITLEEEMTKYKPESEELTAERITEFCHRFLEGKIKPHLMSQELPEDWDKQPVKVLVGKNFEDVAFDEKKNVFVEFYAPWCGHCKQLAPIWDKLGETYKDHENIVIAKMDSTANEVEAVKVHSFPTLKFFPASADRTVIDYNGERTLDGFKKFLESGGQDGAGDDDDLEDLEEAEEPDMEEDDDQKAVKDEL
H9c2 protect: modulators protecting cardiomyocytes from myocardial damage | H9c2 cardiomyocytes, H2O2 injury protection, ATPLite, 2 h | protection from H2O2 cell death, % at 20 µM | actives 0.63% (n = 360,000);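 active = compounds giving at least 50% protection of heart cells from peroxide-induced death in the single-dose screen, raw or plate-pattern-corrected value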;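 note: 0% = DMSO wells with peroxide and 100% = DMSO wells without peroxide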
* marks the source's active call; other numbers are inactive results.

Cc1cc(C)c(C)c(S(=O)(=O)N2CCN(C(=O)c3ccccn3)CC2)c1C was read as MC4R antag cAMP 8, aDG glyco act -0.1, ABCB6 inh MLPCN 96, Glyco luc inh -2, HTR2A ag 16*, Vif inh 0, CaV13 FRET inh -6, MC4R barr agon -0.7, PDI turbidity -5 and H9c2 protect 2.
Screening CCN(CC)c1nc(Oc2ccc(C(=O)NN)cc2)nc(Oc2ccc(C(=O)NN)cc2)n1 returned MC4R antag cAMP 2, aDG glyco act -0.1, ABCB6 inh MLPCN 96, Glyco luc inh -2, HTR2A ag -3, Vif inh 8, CaV13 FRET inh -1, MC4R barr agon -2.4, PDI turbidity 0 and H9c2 protect 1.
Cc1ccc(NC(=O)c2ccccc2)cc1C was read as MC4R antag cAMP -4, aDG glyco act -0.1, ABCB6 inh MLPCN 98, Glyco luc inh 1, HTR2A ag 4, Vif inh -11, CaV13 FRET inh -9, MC4R barr agon -2.8, PDI turbidity -3 and H9c2 protect 3.
C/C(=N/NC(=O)CNC(=O)c1cccc(F)c1)c1ccc2c(c1)CCCC2 was read as MC4R antag cAMP 6, aDG glyco act -0.2, ABCB6 inh MLPCN 98, Glyco luc inh 4, HTR2A ag -4, Vif inh -3, CaV13 FRET inh -5, MC4R barr agon 3.6, PDI turbidity -3 and H9c2 protect -2.
CCOc1ccc(C(=O)NCC(=O)N2CCC3(CC2)NCCc2[nH]cnc23)cc1 was read as MC4R antag cAMP 1, aDG glyco act 0.0, ABCB6 inh MLPCN 95, Glyco luc inh 1, HTR2A ag 1, Vif inh 1, CaV13 FRET inh -3, MC4R barr agon -1.2, PDI turbidity 3 and H9c2 protect 3.
COc1ccc(C(=O)NC(C)c2nccs2)cc1OC1CCN(C(C)C)CC1 (configuration not stated) was read as MC4R antag cAMP 1, aDG glyco act 0.0, ABCB6 inh MLPCN 93, Glyco luc inh 0, HTR2A ag -2, Vif inh 4, CaV13 FRET inh -2, MC4R barr agon -2.3, PDI turbidity 14 and H9c2 protect 4.
`COC(=O)c1sc2ccc(C)cc2c1C(=O)OC` gave MC4R antag cAMP 5, aDG glyco act 0.0, ABCB6 inh MLPCN 106, Glyco luc inh 1, HTR2A ag 1, MC4R barr agon -1.1, PDI turbidity 0 and H9c2 protect -4.
Screening O=C1CC(c2ccc(S(=O)(=O)N3CCCCC3)cc2)CN1 (configuration not stated) returned MC4R antag cAMP 5, aDG glyco act 0.0, ABCB6 inh MLPCN 100, Glyco luc inh 2, HTR2A ag 1, Vif inh 14, CaV13 FRET inh -6, MC4R barr agon -1.1, PDI turbidity -8 and H9c2 protect -1.
For O=C(COc1ccc(Br)cc1)Nc1ccc(S(=O)(=O)Nc2ccccn2)cc1 the results were MC4R antag cAMP 4, aDG glyco act -0.2, ABCB6 inh MLPCN 101, Glyco luc inh 1, HTR2A ag -3, Vif inh 27, MC4R barr agon -3.5, PDI turbidity -7 and H9c2 protect -4.
Screening COCCNC(=O)c1cccc(OC2CCN(C(C)COc3ccccc3)CC2)c1 (configuration not stated) returned MC4R antag cAMP 9, aDG glyco act -0.1, ABCB6 inh MLPCN 95, Glyco luc inh -2, HTR2A ag -3, Vif inh -1, CaV13 FRET inh 1, MC4R barr agon 1.0, PDI turbidity -1 and H9c2 protect 5.
`O=C(COC(=O)CNC(=O)c1ccccc1F)Nc1ccc2c(c1)OCCO2` gave MC4R antag cAMP 13, aDG glyco act -0.1, ABCB6 inh MLPCN 103, Glyco luc inh -1, HTR2A ag 2, Vif inh -22, CaV13 FRET inh -5, MC4R barr agon -0.3, PDI turbidity 2 and H9c2 protect 5.
For Cc1nn(Cc2ccc([N+](=O)[O-])cc2)c(=O)n1-c1cccc(F)c1 the results were MC4R antag cAMP 0, aDG glyco act -0.1, ABCB6 inh MLPCN 91, Glyco luc inh -1, HTR2A ag 1, Vif inh -6, CaV13 FRET inh -3, MC4R barr agon -1.6, PDI turbidity -7 and H9c2 protect 0.
COc1ccccc1N1CCN(CC(=O)Nc2ccc(-n3cnnn3)cc2)CC1 was read as MC4R antag cAMP 7, aDG glyco act 0.6, ABCB6 inh MLPCN 97, Glyco luc inh -3, HTR2A ag 2, Vif inh 1, CaV13 FRET inh -6, MC4R barr agon -0.4, PDI turbidity 7 and H9c2 protect -7.
Screening Cc1cc(C)c(S(=O)(=O)N2CCCOC2CNC(=O)C(=O)NCc2ccccn2)c(C)c1 (configuration not stated) returned MC4R antag cAMP -8, aDG glyco act -0.3, ABCB6 inh MLPCN 103, Glyco luc inh 0, HTR2A ag -5, Vif inh 16, CaV13 FRET inh -20, MC4R barr agon -2.1, PDI turbidity -2 and H9c2 protect 3.
Screening CC1O[C@@H](O[C@H](C)CC/C=C/C(=O)O)C(O)C[C@H]1O (some centres not stated) returned MC4R antag cAMP 8, aDG glyco act 0.9, ABCB6 inh MLPCN 105, Glyco luc inh 1, HTR2A ag -1, Vif inh -3, CaV13 FRET inh -11, MC4R barr agon -2.2, PDI turbidity 0 and H9c2 protect -3.
For Oc1ccc(C[C@H]2CN([C@@H](Cc3ccccc3)CN3CCCC3CN3C(=S)NC[C@@H]3Cc3ccccc3)C(=S)N2CCc2ccccc2)cc1 (some centres not stated) the results were aDG glyco act -0.2, ABCB6 inh MLPCN 100, HTR2A ag -6 and CaV13 FRET inh -9.
For N#Cc1ccc(NC(=O)Cn2cnc(S(=O)(=O)N3CCOCC3)c2)cc1 the results were MC4R antag cAMP 12, aDG glyco act -0.4, ABCB6 inh MLPCN 102, Glyco luc inh 4, HTR2A ag 3, Vif inh 8, MC4R barr agon -1.6, PDI turbidity 0 and H9c2 protect -7.
Cc1cc(=O)n2[nH]c(N3C(=O)CCC3=O)nc2n1 was read as MC4R antag cAMP 3, aDG glyco act 0.0, ABCB6 inh MLPCN 75, Glyco luc inh 0, HTR2A ag -2, Vif inh 5, CaV13 FRET inh -3, MC4R barr agon -1.6, PDI turbidity -12 and H9c2 protect 5.
Screening COc1ccc(Br)c(-c2nc(CS(=O)(=O)c3ccc(F)cc3)no2)c1 returned MC4R antag cAMP 3, aDG glyco act -0.2, ABCB6 inh MLPCN 92, Glyco luc inh 0, HTR2A ag -1, Vif inh -10, CaV13 FRET inh -4, MC4R barr agon 4.8, PDI turbidity -3 and H9c2 protect -6.
For CCN(CC)S(=O)(=O)c1ccc(N2CCOCC2)c(NC(=O)C(C)(C)C)c1 the results were MC4R antag cAMP 5, aDG glyco act -0.1, ABCB6 inh MLPCN 94, Glyco luc inh -1, HTR2A ag 4, Vif inh -6, CaV13 FRET inh -2, MC4R barr agon -0.6, PDI turbidity -11 and H9c2 protect 2.
Screening CCn1cc(CN2CCCC(C(=O)Nc3ccc(-c4cscn4)cc3)C2)cn1 (configuration not stated) returned MC4R antag cAMP -5, aDG glyco act 0.1, ABCB6 inh MLPCN 100, Glyco luc inh -4, HTR2A ag -5, Vif inh 8, CaV13 FRET inh -6, MC4R barr agon -1.3, PDI turbidity 2 and H9c2 protect 7.
`COc1cc2ncnc(Nc3ccc4c(c3)OCO4)c2cc1OC` gave MC4R antag cAMP 1, aDG glyco act 0.1, ABCB6 inh MLPCN 95, Glyco luc inh -3, HTR2A ag 6, Vif inh -4, CaV13 FRET inh -4, MC4R barr agon -2.4, PDI turbidity -8 and H9c2 protect 1.
Screening NC(N)=NCCC[C@H](NC(=O)OCc1ccccc1)C(=O)O returned MC4R antag cAMP 4, aDG glyco act 0.1, ABCB6 inh MLPCN 94, Glyco luc inh 2, HTR2A ag 7, Vif inh 12, CaV13 FRET inh -11, MC4R barr agon -1.5, PDI turbidity 3 and H9c2 protect 7.
For O=C(Oc1ccccc1)c1ccc2c(c1)C(=O)N(Cc1ccncc1)C2=O the results were MC4R antag cAMP 17, aDG glyco act 0.0, ABCB6 inh MLPCN 95, Glyco luc inh 0, HTR2A ag 2, CaV13 FRET inh -2, MC4R barr agon 0.5, PDI turbidity -11 and H9c2 protect -5.

Pulled by structure from above:
`COc1cc2ncnc(Nc3ccc4c(c3)OCO4)c2cc1OC` gave MC4R antag cAMP 1, aDG glyco act 0.1, ABCB6 inh MLPCN 95, Glyco luc inh -3, HTR2A ag 6, Vif inh -4, CaV13 FRET inh -4, MC4R barr agon -2.4, PDI turbidity -8 and H9c2 protect 1.
Screening COc1ccc(Br)c(-c2nc(CS(=O)(=O)c3ccc(F)cc3)no2)c1 returned MC4R antag cAMP 3, aDG glyco act -0.2, ABCB6 inh MLPCN 92, Glyco luc inh 0, HTR2A ag -1, Vif inh -10, CaV13 FRET inh -4, MC4R barr agon 4.8, PDI turbidity -3 and H9c2 protect -6.

Carrying on:
For CCc1c(C)nc(SC/C=C/c2ccccc2)[nH]c1=O the results were MC4R antag cAMP 9, aDG glyco act 0.0, ABCB6 inh MLPCN 98, Glyco luc inh 3, HTR2A ag -2, Vif inh 2, MC4R barr agon -0.9, PDI turbidity -14 and H9c2 protect -16.
Cc1cccc(OCc2nnc(SCC(=O)O)n2Cc2ccccc2)c1 was read as MC4R antag cAMP 8, aDG glyco act 0.1, ABCB6 inh MLPCN 102, Glyco luc inh 0, HTR2A ag -1, Vif inh 15, CaV13 FRET inh -7, MC4R barr agon -1.2, PDI turbidity 3 and H9c2 protect 2.
For Cc1c(C)c2ccc(OS(C)(=O)=O)c(C)c2oc1=O the results were MC4R antag cAMP 4, aDG glyco act -0.1, ABCB6 inh MLPCN 69*, Glyco luc inh 0, HTR2A ag 2, Vif inh -4, CaV13 FRET inh -4, MC4R barr agon -0.7, PDI turbidity -5 and H9c2 protect -4.
For N=C1C(c2ccccc2)=C(O)CN1c1cccc(S(=O)(=O)Nc2cccc(C(F)(F)F)c2)c1 the results were MC4R antag cAMP 4, aDG glyco act 0.0, ABCB6 inh MLPCN 98, Glyco luc inh 1, HTR2A ag 3, Vif inh 7, CaV13 FRET inh -6, MC4R barr agon -2.8, PDI turbidity -7 and H9c2 protect 3.
For COc1cccc(NS(=O)(=O)c2ccc(NC(C)=O)cc2)c1 the results were MC4R antag cAMP 4, aDG glyco act 0.3, ABCB6 inh MLPCN 95, Glyco luc inh 0, HTR2A ag 2, Vif inh -2, CaV13 FRET inh -5, MC4R barr agon -0.6, PDI turbidity -8 and H9c2 protect -5.
Screening CN1C(=O)OC(C)(C)C1=O returned MC4R antag cAMP 19, aDG glyco act 0.0, ABCB6 inh MLPCN 98, Glyco luc inh -2, HTR2A ag 6, Vif inh inconclusive, MC4R barr agon -0.8, PDI turbidity -2 and H9c2 protect 6.
For COc1ccc(-c2csc(NC(=O)C3CC(=O)N(Cc4ccccc4)C3)n2)cc1OC (configuration not stated) the results were MC4R antag cAMP 12, aDG glyco act 0.2, ABCB6 inh MLPCN 102, Glyco luc inh -1, HTR2A ag 5, Vif inh -2, MC4R barr agon -4.6, PDI turbidity -9 and H9c2 protect 12.
For O=C(Nc1nc2c(s1)CCc1ccccc1-2)c1cccs1 the results were MC4R antag cAMP 0, aDG glyco act -0.3, ABCB6 inh MLPCN 103, Glyco luc inh 2, HTR2A ag -2, Vif inh -9, MC4R barr agon 3.1, PDI turbidity 5 and H9c2 protect -4.
